DRD3 agonist – agonists of human D3 dopamine receptor | D3R DiscoveRx beta-arrestin cells, luminescence, 90 min | max activation, % | 410,000 compounds, 0.58% hits | AID 652048; in the data active = max activation above about 30%; note: 0% is about no effect; mostly tested at two doses, the higher about 12 µM
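Agonist mode: compounds and dopamine controls were applied to plated cells for 90 min at 37 degrees C after an overnight attachment at 1500 cells/well. Luminescent read-out followed 30 - 60 minutes at room temperature with DiscoveRx detection reagent.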
MmCpn inh – M. maripaludis TRiC chaperonin inhibition; Potency, µM (top dose mostly 76.9 µM), inactives show top-dose activity, negative = inhibition, usual class: inhibitors; 330,000 compounds, 0.031% hits; purified Mm-Cpn ATPase, ADP Transcreener TR-FRET; note: potency is the fitted concentration of half-maximal effect; % is set by controls: 0 for no effect and ±100 for the full control effect; nearly all actives have a fitted effect of over 80% in size
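Quantitative HTS used 25 nM Mm-CPN and 10 uM ATP in magnesium/KCl Tris buffer, pH 7.4, with 1 mM DTT. Hydrolysis ran 30 min at 37°C; ADP was read by HTRF.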
CCT modulator – modulators of cytosolic chaperonin (CCT/TRiC) activity | purified chaperonin ATPase assay, HTRF ADP detection, 30 min | activity change, % (concentration not given with the values), hits read low | 360,000 compounds, 0.3% hits | AID 651819; in the data active = activity change below about -30%; note: % is set by controls: 0 for no effect and ±100 for the full control effect
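TRiC at 40 or 20 nM final (batch-dependent) in 30 mM Tris pH 7.4, 100 mM KCl, 5 mM MgCl2, 1 mM DTT, with compound at single 76 uM and 10 uM ATP, 30 min at 37 deg C. ADP detected by HTRF Transcreener, 665/615 ratio.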
EPAC2 agonist – EPAC2 (human) agonism. EPAC2 activation, biochemical qHTS; response scale: 100% = 6.5 mM cAMP response. 360,000 compounds, 0.079% hits. Potency, µM (series often up to 154 µM), without a hit: top-dose activation, most hits filed as activators; note: potency is the fitted concentration of half-maximal effect; nearly all actives have a fitted effect of over 50% in size
Target sequence (Q8WZA2 whole entry, looked up): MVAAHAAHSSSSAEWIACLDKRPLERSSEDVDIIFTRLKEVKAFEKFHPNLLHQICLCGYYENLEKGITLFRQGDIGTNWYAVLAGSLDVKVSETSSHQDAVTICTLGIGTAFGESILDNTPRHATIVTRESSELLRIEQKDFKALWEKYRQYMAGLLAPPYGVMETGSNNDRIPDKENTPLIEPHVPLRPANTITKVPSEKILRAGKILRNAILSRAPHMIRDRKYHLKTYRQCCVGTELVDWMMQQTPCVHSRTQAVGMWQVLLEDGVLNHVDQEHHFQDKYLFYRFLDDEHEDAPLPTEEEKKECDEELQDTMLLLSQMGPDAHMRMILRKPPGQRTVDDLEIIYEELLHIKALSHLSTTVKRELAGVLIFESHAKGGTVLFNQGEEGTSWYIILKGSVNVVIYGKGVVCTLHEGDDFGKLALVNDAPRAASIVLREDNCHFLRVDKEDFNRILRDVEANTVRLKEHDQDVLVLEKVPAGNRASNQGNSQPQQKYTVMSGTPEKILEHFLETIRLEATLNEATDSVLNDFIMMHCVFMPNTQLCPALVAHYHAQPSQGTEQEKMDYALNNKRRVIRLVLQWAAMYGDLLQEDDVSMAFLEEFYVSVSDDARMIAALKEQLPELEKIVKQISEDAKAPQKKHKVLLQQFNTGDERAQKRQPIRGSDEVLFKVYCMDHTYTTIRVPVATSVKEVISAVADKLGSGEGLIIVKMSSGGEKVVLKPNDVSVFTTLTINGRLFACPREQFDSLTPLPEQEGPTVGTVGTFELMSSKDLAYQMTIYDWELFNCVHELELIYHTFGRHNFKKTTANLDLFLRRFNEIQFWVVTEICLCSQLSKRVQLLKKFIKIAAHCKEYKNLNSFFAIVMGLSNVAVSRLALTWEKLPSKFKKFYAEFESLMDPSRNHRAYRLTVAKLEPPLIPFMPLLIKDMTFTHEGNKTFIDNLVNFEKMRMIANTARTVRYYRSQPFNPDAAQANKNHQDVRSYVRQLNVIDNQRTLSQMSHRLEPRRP
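Fluorescence exchange assay: 100 nM EPAC2 with 250 nM RAP1B-BODIPY-GDP and 50 uM GDP; compounds tested as a concentration-titration series (qHTS). Loss of Rap1-bound BODIPY-GDP fluorescence read at 480/540 nm; data normalized to 6.5 mM cAMP.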
EPAC2 antag – antagonists of human EPAC2. Q8WZA2. Potency, µM (series often up to 114 µM), for the others: at the highest dose activity, negative = inhibition, most hits filed as inhibitors. 360,000 compounds, 0.18% hits. EPAC2 GEF exchange of Rap1B-BODIPY-GDP, fluorescence; note: potency is the fitted concentration of half-maximal effect; % is set by controls: 0 for no effect and ±100 for the full control effect; nearly all actives have a fitted effect of over 45% in size; many of its hits are not listed in these tables
pAkt inh – blocks phosphorylation of Akt; AID 651550; 360,000 compounds, 0.32% hits; activity change, % for hits at 50 µM; Neuro2A IGF-stimulated pAkt S473 HTRF, 20 min; stronger effect = lower value; in the data active = activity change below about -80%; inconclusive = mostly about -51% to -80%; note: % is set by controls: 0 for no effect and ±100 for the full control effect
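Single-point screen (50 µM final compound) in Neuro2A cells stimulated 20 min with 6 nM IGF at 37 deg C. After lysis, Ser473-phosphorylated Akt read by HTRF (ex 330 nm, em 615/665 nm) as the 665/615 ratio.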
PTHR1 ag – PTHR1 (human) receptor agonism; Q03431; HEK293 GP2 PTHR1 cells, GloSensor cAMP luminescence, 1 h; Potency, µM (highest dose often 115 µM), inactives show at the highest dose activation, actives largely listed as activators; 410,000 compounds, 0.075% hits; AID 743266; note: potency is the fitted concentration of half-maximal effect; nearly all actives have a fitted effect of over 55% in size; some results filed as inactive show a strong effect at the top dose; inactives centre near -15; many of its hits are not listed in these tables
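HEK-293-derived GP2 cells expressing PTHR1 and a GloSensor cAMP reporter, 3,000/well, plated overnight, given luciferin plus IBMX (each 0.5 mM as added) for 1 h at 37 °C, then compound for 1 h at 37 °C. Luminescence was read after 15 min at room temperature.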
DRD3 antagonist – blocks the human D3 dopamine receptor. P35462. D3R cells, DiscoveRx beta-arrestin luminescence, antagonist mode; stronger effect = lower value. max response, negative = inhibition, %. 360,000 compounds, 2.5% hits. AID 652054; in the data active = max response below about -50%; inconclusive = no clear call, values can overlap the other calls; note: % is set by controls: 0 for no effect and ±100 for the full control effect; mostly tested at two doses, the higher about 12 µM
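Cells plated overnight at 1500 cells/well, then exposed to library compounds with dopamine controls for 90 minutes at 37 degrees C. DiscoveRx reagent added for 30–60 minutes at room temperature; luminescence read, quantitative HTS format.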
* = called active by the depositor; i = inactive; ? = inconclusive; . = not tested or not shown; & = joins results of further samples; [ ] = dose if it differs, or a comment. Unless noted, calls come from the whole dose curve; as a rule, active = well fitted curve in the direction sought with a large enough effect; inconclusive = small, poorly fitted or top-dose-only effect, or another doubt; inactive = no such curve, though single readings can be large; an effect the other way counts as inactive or inconclusive.

SMILES	DRD3 agonist	MmCpn inh	CCT modulator	EPAC2 agonist	EPAC2 antag	pAkt inh	PTHR1 ag	DRD3 antagonist
CN(C)CCCNC(CC(=O)Nc1cccc([N+](=O)[O-])c1)C(=O)O (centres undefined)	-24	2%	0.9	0%	7%	i	7%	2
CCc1ccc(/C=N/NC(=O)C(=O)NCCCN2CCOCC2)cc1	-13	1%	-0.9	-2%	9%	i	-12%	13
Cc1ccc(/C=C/C(=O)O)cc1S(=O)(=O)Nc1ccccc1C(=O)O	-2	2%	1.5	8%	7%	i	18%	4
Cc1ccc(NC(=O)CN(C)C(=O)COC(=O)c2ccc(Cl)cc2O)cc1	3	1%	-2.0	-4%	14%	i	-21%	-10
OC1(Cc2ccccc2)CCNCC1	-10	-2%&1%	-0.2	12%	16%	i	i	3
COc1ccc(S(=O)(=O)N2CCOC2CNC(=O)C(=O)NCCCN2CCCC2=O)cc1OC (centres undefined)	-4	.	0.3	8%	2%	i	-4%	-23
COc1cccc(NC(=O)CCCn2c(=O)[nH]c3ccccc3c2=O)c1	-2	0%	-1.2	-1%	10%	i	i	-2
O=C(O)c1cc2sccc2s1	2	-8%	-0.4	1%	22%	i	-7%	7
NC(=O)c1ccc(NCCc2cccs2)cc1	-8	.	-1.5	5%	7%	i	-24%	-50*
O=C1c2ccccc2S(=O)(=O)c2cc(N3CCN(c4ccccn4)CC3)ccc21	10	.	-1.5	6%	-5%	i	-12%	44
CCCN(CC(=O)Nc1ccccc1C)C(=O)c1ccc(=O)n(Cc2ccccc2)n1	-6	-2%	2.1	3%	-13%	i	-19%	12
CCC(=O)c1c(NC(C)C)cc(C)oc1=O	5	-9%	0.4	2%	-17%	i	i	-7
Cc1cc(C)cc(NC(=O)CSc2nc3nc(C)cc(C)c3c(=O)[nH]2)c1	-6	2%	-1.6	-2%	-3%	i	i	?
O=C(N/N=C/c1ccnc2ccccc12)c1ccccc1O	-30	-3%	-2.2	22%	12%	i	-5%	?
COc1ccc(OCC(=O)OCC(=O)Nc2ccc3[nH]c(=O)[nH]c3c2)cc1	1	-4%	-1.5	3%	1%	i	i	-6
CSCCC1NC(=O)N(CC(=O)Nc2cccc(S(=O)(=O)N3CCCCCC3)c2)C1=O (centres undefined)	12	-1%	-0.9	2%	-13%	i	-12%	19
OCC[C@H]1C[C@@H](O)[C@H](O)[C@]2(CCCO2)O1	4	.	-1.4	9%	3%	i	-14%	-13
O=C(Nn1c(O)c(C=C2N=c3ccccc3=N2)sc1=S)c1cccc(Cl)c1	-22	-15%	-3.2	-7%	-9%	i	-23%[57.5 µM]	-53*
O=C(Nc1nc2ccccc2s1)c1ccc2c(c1)OCO2	-1	-3%	-0.8	14%	9%	i	-50%[inhibitor]	-6
CCn1cc([N+](=O)[O-])c(C(=O)N2CCCc3ccccc32)n1	2	-1%	0.6	2%	-4%	i	14%	16
CCOC(=O)[C@@H]1[C@H]2COc3ccc(Br)cc3[C@@H]2N2C(=O)N(c3cccc(Cl)c3)C(=O)[C@@]12C	-7	1%	-2.3	12%	-9%	i	0%	-20
Cc1ccc2cc(CN(Cc3ccco3)C(=O)NCc3ccccc3)c(=O)[nH]c2c1C	4	1%	-2.4	5%	4%	i	-14%[57.5 µM]	4
COC(=O)c1sccc1NC(=O)/C=C\c1ccc(Cl)cc1Cl	2	-3%	-1.4	-2%	16%	i	-16%	4
Cc1ccc(C)c(NC(=O)CN(C)C(=O)CC2OC(=O)c3ccccc32)c1 (centres undefined)	-4	-3%	-1.8	9%	-3%	i	10%	21
COCCNC(=O)C1(C)CCCN(Cc2cccc(F)c2)C1 (centres undefined)	-10	.	0.9	12%	-1%	i	4%	-7
CCOC(=O)N1CCN(C(=O)c2cn(CC)c3ccc(S(=O)(=O)N4CC(C)CC(C)C4)cc3c2=O)CC1 (centres undefined)	3	-7%	-2.8	7%	-1%	i	-18%	-22
COc1ccc(S(=O)(=O)Nc2cccc3c2O[C@@H](CN(C)Cc2ccc(C(=O)O)cc2)[C@@H](C)CN([C@H](C)CO)C3=O)cc1	50*	1%	0.4	-5%	-5%	i	-5%	3
COc1ccc(-c2c[n+](CC(=O)c3cccs3)c3n2CCC3)cc1	-36	-2%	-1.7	2%	-2%	i	-17%	-21
CC(=O)Nc1ccc(NCCc2ccco2)cc1	8	.	-1.5	9%	7%	i	-10%	-2
O=C(O)C(Cc1ccccc1)NS(=O)(=O)c1ccc(Cl)cc1 (centres undefined)	-1	0%	1.6	-3%	5%	i	-10%	-1
CC(=O)N(Cc1cccs1)C1CCOC(C)(C)C1 (centres undefined)	8	.	-1.4	7%	1%	i	i	16
Cc1cc(C(=O)N/N=C/c2ccc([N+](=O)[O-])o2)c(C)o1	4	-1%	-3.2	6%	0%	i	-4%	11
COC(=O)C(C)N(C(=O)c1cccc2ccccc12)c1c(C)cccc1C (centres undefined)	-10	-1%	-3.1	9%	-4%	i	-24%	-10
CN1CCN(S(=O)(=O)c2ccc(Nc3ccc(F)cc3)nc2)CC1	3	0%	2.4	5%	6%	i	-16%	28
COC(=O)[C@]1(C)N[C@H](CN(C)S(=O)(=O)c2ccc(F)cc2)[C@@H]2C(=O)N(C)C(=O)[C@@H]21	-6	-1%	-7.8	-2%	2%	i	-34%[inhibitor]	2
CCCCCCn1cc(C(=O)OCC)c(=O)c2cc(F)c(F)cc21	11	-3%	-1.5	8%	-4%	i	-11%	9

In the list so far, these have an NH in an aromatic ring:
SMILES	DRD3 agonist	MmCpn inh	CCT modulator	EPAC2 agonist	EPAC2 antag	pAkt inh	PTHR1 ag	DRD3 antagonist
COc1cccc(NC(=O)CCCn2c(=O)[nH]c3ccccc3c2=O)c1	-2	0%	-1.2	-1%	10%	i	i	-2
Cc1cc(C)cc(NC(=O)CSc2nc3nc(C)cc(C)c3c(=O)[nH]2)c1	-6	2%	-1.6	-2%	-3%	i	i	?
COc1ccc(OCC(=O)OCC(=O)Nc2ccc3[nH]c(=O)[nH]c3c2)cc1	1	-4%	-1.5	3%	1%	i	i	-6
Cc1ccc2cc(CN(Cc3ccco3)C(=O)NCc3ccccc3)c(=O)[nH]c2c1C	4	1%	-2.4	5%	4%	i	-14%[57.5 µM]	4

Continued:
SMILES	DRD3 agonist	MmCpn inh	CCT modulator	EPAC2 agonist	EPAC2 antag	pAkt inh	PTHR1 ag	DRD3 antagonist
CCC(=O)Nc1ccc(C(=O)OCC(=O)c2ccc(C)c([N+](=O)[O-])c2)cc1	4	2%	0.2	11%	-3%	i	i	33
COCCNC(=O)Cn1nc(-c2ccccc2)c2ccccc2c1=O	-1&2	-2%	0.2	9%	11%	i	i	-1
Cc1cc(C)nc(N(C#N)Cc2ccccc2Cl)n1	1	-21%	0.6	7%	-14%	i	-18%	1
CN(C)CCOC(=O)C1(c2ccccc2)CCCC1	-16	0%	-2.1	16%	1%	i	i	0
FC(F)(F)c1cc(Cl)c2nc(-c3ccc(Cl)cc3)c(Cc3ccsc3)n2c1	-8	.	-2.2	11%	2%	i	-13%	-10
COc1cccc(NC(=O)CSc2ncnc3c2cnn3Cc2ccccc2)c1	3	0%	-1.9	14%	-4%	i	-17%[57.5 µM]	-19
COc1cccc(C(=O)Nn2cnnc2)c1	31*	1%	-0.5	9%	3%	i	-6%	1
Cc1ccc(S(=O)(=O)N(C)CC(=O)N2CCc3ccccc32)cc1	-7	-1%	-1.0	0%	13%	i	-58%[inhibitor]	?
On1nnc2cc(C(F)(F)F)ccc21	-11	-4%	0.4	0%	-1%	i	-6%	-6
Cc1ccc(S(=O)(=O)N2CCOCC2)cc1C(=O)NCCc1ccc(Cl)cc1	-11	-1%	-1.5	8%	7%	i	-19%	-18
CC(C)CC(NC(N)=O)C(=O)OCC(=O)Nc1ccc(OC(F)F)cc1 (centres undefined)	-1	3%	-3.3	-8%	4%	i	-13%	-10
Cc1ccnc(SCC(=O)O)n1	11	1%	2.0	1%	0%	i	-1%[57.5 µM]	-16
COc1ccc(Cn2c(=O)[nH]c3cc(C(=O)Nc4ccccc4C)ccc32)cc1	-4	1%	1.8	-4%	4%	i	i	-3
Cc1cccc(CN2CCc3c(OCC(=O)N4CCCc5ccccc54)cccc3C2=O)c1	5	-5%	1.7	3%	-17%	i	-13%	7
COc1ccccc1C(=O)NCCC(=O)N1CCN(c2ccccc2O)CC1	4	1%	0.0	-2%	10%	i	i	28
COC(=O)c1cc(C(=O)N2CCOCC2)cc([N+](=O)[O-])c1	3	0%	-2.1	-2%	6%	i	i	-13
O=C(O)CCNS(=O)(=O)c1ccc2c(c1)Cc1ccccc1-2	3	0%	-2.2	9%	-2%	i	i	1
Cc1onc(-c2ccccc2)c1C(=O)Nc1nnc(N2CCCCCC2)s1	5	2%	0.6	7%	-8%	i	-17%	0
O=Nc1ccc(NOC(=O)c2ccccc2)cc1	-2	0%	-3.2	-4%	-7%	i	-5%	8
Cc1cc(OCC(=O)Nc2ccc(S(=O)(=O)N3CCN(C)CC3)cc2)ccc1Cl	-4	2%	-0.2	3%	0%	i	-22%	11
Cc1nnc(SCc2cc(=O)[nH]c(=S)[nH]2)s1	-3	0%	-0.7	1%	-8%	i	7%	?
O=S(=O)(Nc1ccc(-n2cnnn2)cc1)c1ccc(Cl)s1	-2	-6%	-2.7	-1%	-4%	i	i	-3
O=C1CCC(C(=O)Nc2cccc(Br)c2)N1 (centres undefined)	1	-5%	-2.0	15%	-1%	i	i	6
O=C(c1cccc(-c2nnc(-c3ccccc3)o2)c1)N1CCCCC1	7	-1%	-3.7	-5%	6%[57.1 µM]	i	-15%[57.5 µM]	-28
Cc1noc(C)c1COc1ccc(C(=O)Nc2nnc(CC(C)C)s2)cc1	-13	0%	-0.4	-11%	2%	i	-26%	4
Cn1nnc(NC(=O)c2cccc(OCc3ccccc3)c2)n1	1	0%	0.6	-1%	-1%	i	-3%	-8
CC1(C(=O)NS(=O)(=O)c2cccc(C#N)c2)CCN1C(=O)c1ccco1 (centres undefined)	-5	.	-2.3	10%	-1%	i	i	-9
C/C(=C\C(=O)c1ccc(Br)cc1)Nc1ccc(Cl)cc1	4	0%	-5.4	8%	-2%	i	-23%	15
O=C(Cn1nc(-c2ccccc2)ccc1=O)N1CCCCC1	8	1%	0.3	12%	0%	i	i	21

Only part of the results is shown (hit frequency here may not be typical).
